APOBEC3A inh: inhibitors of human APOBEC3A DNA deaminase. hit rate 0.41% among 330,000. inhibition, % at 20 µM. recombinant A3A, FAM/TAMRA ssDNA deamination fluorescence. P31941;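 active = at least 40% inhibition at 20 µM here, with at most 30% in a related deaminase screen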;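 note: plate controls were A3A with DMSO for no effect and wells lacking A3A enzyme for full effect; some results filed as inactive read as strong as hits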
Target sequence (P31941 whole entry, looked up): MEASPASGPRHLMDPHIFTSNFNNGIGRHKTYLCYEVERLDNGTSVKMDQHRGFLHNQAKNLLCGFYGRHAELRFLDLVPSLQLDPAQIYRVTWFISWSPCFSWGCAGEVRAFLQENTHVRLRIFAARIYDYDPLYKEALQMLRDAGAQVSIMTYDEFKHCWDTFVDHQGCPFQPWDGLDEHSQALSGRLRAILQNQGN
tim10-1 inh: tim10-1 yeast growth inhibition | S. cerevisiae tim10-1 ts strain growth, BacTiter-Glo, 24 h | inhibition, % at 20 µM | hit rate 2.2% among 330,000 | AID 463190;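 active = inhibition of at least 40%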;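 note: mutant grown at 25 °C; 0% = DMSO wells with yeast and 100% = wells holding no yeast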
mIAP block: mouse IAP inhibition. purified mouse IAP, CDP-Star luminescence, 30 min. inhibition, % at 10 µM. hit rate 0.2% among 330,000;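 active = inhibition of at least 40% at 10 µM in the primary screen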;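 note: plate controls were DMSO with enzyme for no effect and no enzyme wells for full effect; values of inactives mirror those of a sister screen read the other way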
MIN6 prolif: induces beta-cell replication in MIN6 cells | MIN6 cells proliferation, ATPlite luminescence, 48 h; cells starved in 0.2% serum; 100% = growth in 10% serum | hit rate 0.29% among 330,000 | proliferation, % at 10 µM;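 active = compounds whose signal lies at least 3.5 SD above the mean of all wells on their plate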;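 note: 0% = DMSO-treated cells in low-serum medium and 100% = 10% serum control; some compounds called inactive have numbers as strong as hits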
NALP3 yeast inh: blocks the NALP3 inflammasome reconstituted in yeast. AID 2825. inhibition, % at 10 µM. hit rate 0.39% among 330,000. Yeast reconstituted NLRP3/ASC/caspase-1, beta-gal luminescence, 24 h;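 active = inhibition of 50% or more; inactive = inhibition below 50%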;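 note: plate controls were induced DMSO wells for no effect and uninduced yeast grown without galactose for full effect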
mIAP act: mouse IAP activation | muIAP, CDP-Star luminescence, 30 min; stronger effect = higher value; 1 = vehicle-only enzyme signal, 0 = enzyme-free wells | activation factor at 10 µM | hit rate 0.24% among 330,000 | AID 2805;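 active = activation factor of at least 2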; note: the source names both 10 and 20 µM as test concentration; values of inactives mirror those of a sister screen read the other way
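also added = chemiluminescent substrate CDP-Star | test system = mouse IAP enzyme | signal = chemiluminescence readout | compound = DMSO-dissolved test compounds | incubation = 30 min at room temperature | benchmarks = DMSO wells, no-enzyme wells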
hIAP inh: blocks human intestinal alkaline phosphatase; P09923; purified IAP, CDP-Star luminescence, 30 min; inhibition, % at 10 µM; hit rate 0.12% among 330,000;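 active = inhibition reaching a set limit with compound at 10 µM in the primary screen, cut at about 35% in these data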;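 note: plate controls were DMSO wells with enzyme for no effect and no-enzyme buffer wells for full effect; values of inactives mirror those of a sister screen read the other way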
Target sequence (P09923 whole entry, looked up): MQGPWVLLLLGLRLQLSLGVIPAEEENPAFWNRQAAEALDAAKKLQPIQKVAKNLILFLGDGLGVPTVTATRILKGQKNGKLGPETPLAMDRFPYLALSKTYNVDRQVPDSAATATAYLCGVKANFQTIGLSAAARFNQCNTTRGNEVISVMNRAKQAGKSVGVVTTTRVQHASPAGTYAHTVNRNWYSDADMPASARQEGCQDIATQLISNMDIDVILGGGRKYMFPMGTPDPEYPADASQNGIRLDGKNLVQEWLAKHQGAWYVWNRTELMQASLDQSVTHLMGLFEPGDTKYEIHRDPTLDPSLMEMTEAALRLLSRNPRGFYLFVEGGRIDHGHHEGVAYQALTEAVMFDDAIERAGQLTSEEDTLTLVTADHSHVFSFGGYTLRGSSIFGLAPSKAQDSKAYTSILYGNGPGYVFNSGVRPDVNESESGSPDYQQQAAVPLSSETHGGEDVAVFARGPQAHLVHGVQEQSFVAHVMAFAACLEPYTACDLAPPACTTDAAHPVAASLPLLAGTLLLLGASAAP
APOBEC3G inh: blocks human APOBEC3G single-stranded DNA deamination; Q9HC16; AID 493012; inhibition, % at 20 µM; hit rate 0.28% among 330,000; recombinant A3G, ssDNA deamination FAM/TAMRA fluorescence;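 active = inhibition of at least 40% at 20 µM, with no more than 30% in the related APOBEC3A deaminase screen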;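 note: plate controls were DMSO wells with A3G for no effect and wells lacking A3G enzyme for full effect; some compounds called inactive have numbers as strong as hits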
TIM10 inh: inhibits growth of TIM10 yeast strain; S. cerevisiae TIM10 strain growth, BacTiter-Glo luminescence, 24 h; hit rate 1.4% among 330,000; AID 463195; inhibition, % at 10 µM;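 active = inhibition of 40% or more at the single tested concentration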;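 note: wild-type TIM10 isogenic control strain grown at permissive 25 °C; 0% = DMSO yeast wells and 100% = minimal medium wells without yeast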
* hit, by the source's call.

SMILES	APOBEC3A inh	tim10-1 inh	mIAP block	MIN6 prolif	NALP3 yeast inh	mIAP act	hIAP inh	APOBEC3G inh	TIM10 inh
CCC(=O)OCC(=O)Nc1ccc([N+](=O)[O-])cc1OC	1	20	-4	2	12	1	-8	-2	-2
COc1cccc(NC(=O)CSC2=NN3CCCC(=O)N=C3S2)c1	1	-3	12	1	22	0.88	12	-8	-7
Cc1cccc(NC(=S)N2CCCCCC2)c1C	0	5	2	-2	13	0.98	3	-1	5
O=C(Nc1cccc(-c2nc3ccccc3o2)c1)c1cccnc1	6	16	2	0	36	0.98	2	-7	16
CC(C)(C)[C@H]1COC(=O)[C@@H](Cc2ccc(F)cc2)CC/C=C/C[C@@H](CC(=O)N[C@H](CO)Cc2ccccc2)C(=O)N1	-4	6	-3	-5	7	1	2	-10	2
CCCN(C(=O)COC(=O)CC1CCCCC1)c1c(N)n(Cc2ccccc2)c(=O)[nH]c1=O	0	-11	-2	-2	7	1	-2	-10	-4
O=C(NNS(=O)(=O)c1ccc(Cl)cc1)NC1CCCCC1	-3	13	0	-2	2	1	-2	-12	3
C=CCNC(=O)c1cc(Cl)ccc1[N+](=O)[O-]	-5	1	8	-2	8	0.92	11	-9	15
Cc1cc(Br)ccc1NC(=O)CN(C)C(=O)CN1C(=O)NC(C)(C2CC2)C1=O (stereo not drawn)	0	-12	-14	-4	15	1.1	0	-1	1
O=C(CCc1ccccc1)NNC(=O)COc1ccc(Br)cc1	-2	-15	11	0	6	0.89	-58	-9	-1
O=C(N/N=C\c1cc(Br)c(Br)o1)C1COc2ccccc2O1 (stereo not drawn)	14	21	2	-1	4	0.98	0	-1	12
COc1cccc(-c2ncc3ccccc3c2COC(=O)c2ccco2)c1	-3	9	4	-3	11	0.96	10	-13	14
CCCCOc1ccccc1C1NC(=O)NC(C)=C1C(=O)OCCOCC (stereo not drawn)	-7	21	-8	-2	-9	1.1	1	-2	23
CN(C)c1ccc(S(=O)(=O)NCC(=O)N2CCN(c3ccccc3)CC2)cc1[N+](=O)[O-]	11	-10	1	5	33	0.99	-10	1	11
COC(=O)CC#N	-1	-6	7	1	-5	0.93	5	-2	8

A different layout for some results above.
structure,APOBEC3A inh,tim10-1 inh,mIAP block,MIN6 prolif,NALP3 yeast inh,mIAP act,hIAP inh,APOBEC3G inh,TIM10 inh
O=C(NNS(=O)(=O)c1ccc(Cl)cc1)NC1CCCCC1,-3,13,0,-2,2,1,-2,-12,3
C=CCNC(=O)c1cc(Cl)ccc1[N+](=O)[O-],-5,1,8,-2,8,0.92,11,-9,15
Cc1cc(Br)ccc1NC(=O)CN(C)C(=O)CN1C(=O)NC(C)(C2CC2)C1=O (stereo not drawn),0,-12,-14,-4,15,1.1,0,-1,1
O=C(CCc1ccccc1)NNC(=O)COc1ccc(Br)cc1,-2,-15,11,0,6,0.89,-58,-9,-1

Additional structures.
SMILES	APOBEC3A inh	tim10-1 inh	mIAP block	MIN6 prolif	NALP3 yeast inh	mIAP act	hIAP inh	APOBEC3G inh	TIM10 inh
OC(COc1ccc2c(c1)CCC2)CN1CCN(c2ccccc2F)CC1 (stereo not drawn)	0	-18	-12	-2	37	1.1	-3	-3	1
CCOC(=O)c1c(C)[nH]c(C)c1S(=O)(=O)NCCN1CCN(c2cc(Cl)ccc2C)CC1	-3	35	-37	-7	17	1.4	-2	-8	25
C[C@@H]1CCC[C@H](C)N1Cc1nc(Cc2ccccc2Cl)no1	2	18	8	-3	1	0.92	4	-4	5
COc1cc(CNCc2ccc(OC)c3ccccc23)cc(OC)c1OC	-6	-17	-4	0	13	1	18	-4	-4
O=C(O)c1nc(Cl)c(Cl)c(N/N=C/c2ccccc2C(F)(F)F)c1Cl	-4	26	7	0	6	0.93	-14	-5	7
COCC(=O)N1CCC(Oc2ccc(C(=O)N3C[C@@H]4CCC[C@H]3C4)cc2)CC1	-2	3	-5	0	7	1.1	-18	-5	-2
O=C(COC(=O)c1cc(-c2cccs2)nn1-c1ccccc1)Nc1cccc([N+](=O)[O-])c1	1	11	14	-2	5	0.86	4	-2	14
O=C(N[C@@H](Cc1ccccc1)C(=O)O)c1cccnc1	0	4	10	-5	12	0.9	-5	-3	-5
CC1(C)Oc2ccc3ccc(=O)oc3c2/C(=C/NCCO)C1=O	56*	-1	14	0	6	0.86	-9	15	-6
Cc1[nH]c(=O)[nH]c(=O)c1S(=O)(=O)N1CCCCC1	-3	-5	-4	1	12	1	12	-8	11
C/C(=N\N=c1/scc(C)n1Cc1ccco1)c1cccc([N+](=O)[O-])c1	0	7	6	0	20	0.94	-15	0	-12
O=S(=O)(N[C@@H]1C[C@H]2CC[C@@H]1C2)c1cccs1	0	6	5	-1	1	0.95	-8	-4	-2
CCN(C(=O)COC(=O)CCC1CCCC1)c1c(N)n(Cc2ccccc2)c(=O)[nH]c1=O	0	-10	1	-2	4	0.99	1	-5	1
O=C(Nc1ccccc1)Nc1ccc2ccccc2c1	8	-19	-23	-2	15	1.2	-20	-2	-19
Cc1nn(-c2ccccc2)c(C)c1C(=O)OC(C)C(=O)Nc1ccc(C(N)=O)cc1 (stereo not drawn)	-5	0	-2	-2	10	1	12	-8	-9
Cc1ccc(-c2nc3ncccc3o2)cc1NC(=O)C(C)(C)C	0	-2	1	-2	19	0.99	-1	-9	2
O=C(O)CC(NC(=O)C12CC3CC(CC(C3)C1)C2)c1cc([N+](=O)[O-])ccc1Cl (stereo not drawn)	-1	-2	12	3	-1	0.88	-6	-3	-4
CSc1ccc(NC(=O)N2CC=C(n3c(=O)[nH]c4ccccc43)CC2)cc1	-2	3	-2	-2	10	1	-8	-1	8
COCc1c(C(=O)N/N=C/c2cccc3ccccc23)nnn1-c1nonc1N	1	-43	-7	0	0	1.1	-1	6	-24
Cc1cc([N+](=O)[O-])nn1CC(=O)N1c2ccccc2CC1C (stereo not drawn)	-3	25	-2	0	1	1	11	-7	-9
Cc1ccc(N2C(=O)/C(=C\c3ccc(C(C)C)cc3)N=C2SC2CCOC2=O)cc1 (stereo not drawn)	-1	1	16	-1	7	0.84	6	-6	2
CCOC(=O)c1c(CSc2ccccc2)n(C)c2cc(Br)c(OC)c(O)c12	0	-1	-2	-3	10	1	20	-4	-3
CCOc1ccc(CN(C)C(=O)c2cc3ccccc3o2)cc1OC	1	-2	0	0	0	1	-4	-8	6
O=c1c2ccccc2nc(/C=C/c2ccccc2)n1CCc1ccccc1	0	0	16	-6	12	0.84	8	-1	5
O=C(CCn1nnnc1CN1CCOCC1)N1CCC(c2ccccc2F)C1 (stereo not drawn)	0	-17	-2	3	18	1	-10	2	1
COc1c(C(=O)Nc2ccc(Cc3ccncc3)cc2)ccc2ccccc12	-4	13	6	-2	12	0.94	-7	0	12
CCC1(CC)C(=O)C(C)(C)C(=O)OC1c1ccccn1 (stereo not drawn)	3	3	-2	-2	21	1	-72	-2	-5
Cc1[nH]c2ccccc2c1CCN(Cc1cccnc1)C(=S)Nc1ccc(F)cc1	0	28	-8	0	4	1.1	-14	-5	-2
O=C(Nc1cccc([N+](=O)[O-])c1)C1C2CC/C=C\CCC21 (stereo not drawn)	-4	29	6	-4	8	0.94	14	-6	26
Cc1ccc(NC(=O)c2oc3ccccc3c2COC(C)C)cc1S(=O)(=O)N1CCOCC1	2	23	4	-4	4	0.96	-13	-6	8
CCOc1ccc(Br)cc1-c1noc(-c2cccs2)n1	1	20	7	-2	-9	0.93	7	-5	18
CCOC(=O)c1cc(-c2ccc(C)o2)nn1CCC#N	-1	3	0	-1	0	1	-8	0	-12
O=C(c1ccco1)N1CCN(C2CC(=O)N(c3ccc(F)c(Cl)c3)C2=O)CC1 (stereo not drawn)	0	5	-10	-1	-1	1.1	-6	-7	-5
O=C(CSc1ncnc2c1nnn2-c1ccc(F)cc1)NCc1ccco1	0	0	18	4	18	0.82	6	-1	-2
CN(C)CCCCCNCCCNC(=O)/C=N\O	-2	-17	4	-1	11	0.96	4	-10	-11
C=C1CCN([C@@H](CC(C)C)C(=O)Nc2ccc(OC)cc2)S(=O)(=O)c2ccccc21	1	16	-1	-5	20	1	7	-7	1
CCOc1ccc(/C=C/C(=O)N(CC)CC(=O)Nc2ccc3c(c2)OCCO3)cc1OCC	-1	-3	1	-2	-15	0.99	13	-3	0
CCN(CC)CCCCCCCCOC(=O)c1cc(OC)c(OC)c(OC)c1	2	28	2	-3	20	0.98	-5	0	19
Cc1c(C(=S)Nc2ccccc2)cnn1-c1ccc([N+](=O)[O-])cc1	-4	38	0	0	40	1	-13	-12	43*
COc1ccc(NC(=O)CCSc2ccc3ccccc3n2)cc1	0	15	-6	-1	25	1.1	2	2	-1
COc1ccc([N+](=O)[O-])cc1NC(=O)c1cn(-c2ccc(Cl)cc2)c(=O)c2ccccc12	-1	17	10	1	12	0.9	2	-1	17
COCCNC(=O)/C(C#N)=C/c1nc(N(C)C)n(-c2ccc(F)cc2)c1Cl	-3	5	-13	0	2	1.1	8	0	6
CC(=O)Nc1ccc(NC(=O)CSc2ccccn2)cc1	1	5	-15	2	-4	1.1	2	-4	3
CC(C)/C(=N/Nc1ccccc1[N+](=O)[O-])c1ccccc1	-3	14	0	-6	23	1	4	14	-11
NC(=O)c1cc(S(=O)(=O)Nc2ccc(OC(F)(F)F)cc2)cs1	0	-5	-2	-3	14	1	-7	-5	12
CCOc1cc2c(cc1OCC)C(C(=O)O)C(c1ccc(OC)c(O)c1)N(C)C2=O (stereo not drawn)	1	21	0	-2	14	1	2	-4	-10
CCC(C(=O)Nc1nc(C)cs1)c1ccccc1 (stereo not drawn)	-3	14	5	-2	4	0.95	9	-5	-5
CCOCCCNC(=O)/C(C#N)=C/c1ccc(-c2ccc(S(=O)(=O)N3CCOCC3)cc2)o1	-1	35	4	0	20	0.96	5	-9	11
O=C(CN1CCN(c2ccccn2)CC1)N1c2ccccc2CCc2ccccc21	-5	23	4	1	10	0.96	-17	-9	17
Cc1cc2cc(CN(CC3CCCO3)C(=O)c3cnccn3)c(=O)[nH]c2cc1C (stereo not drawn)	0	7	1	-2	-2	0.99	-10	-3	7
Cc1ccc(NC(=O)CN(c2cc(C)cc(C)c2)S(=O)(=O)c2c(C)noc2C)nc1	-2	27	-4	3	5	1	-4	-7	16
Cc1ccc(N2CC(C(=O)Nc3cccnc3)CC2=O)cc1 (stereo not drawn)	-2	9	13	3	8	0.87	15	-3	8
COc1ccc([C@@H]2[C@@H]3C(=O)N(C(C)(C)C)C(=O)[C@@H]3[C@]3(C)C(=O)N(c4ccccc4)C(=O)N23)cc1	-5	-3	-6	9	13	1.1	14	-8	-11
C/C(=N\NC(=O)c1nnn(-c2nonc2N)c1CN1CCCCCC1)c1ccc(Br)cc1	6	-3	4	0	7	0.96	0	-3	-37
O=C(O)c1cccc(S(=O)(=O)Nc2ccc(O)cc2Sc2nc3ccccc3s2)c1	-2	13	6	-1	15	0.94	5	-8	0
O=C(Nc1ccc(S(=O)(=O)NCCc2ccccc2)cc1)c1ccncc1	-5	21	-9	-1	7	1.1	-3	-4	-3
O=C(c1ccco1)N1CCN(Cc2nc3ccccc3[nH]2)CC1	-1	3	2	-1	23	0.98	11	-6	6
c1ccc(-c2nc3ccccc3nc2N2CCOCC2)cc1	-2	28	2	-1	14	0.97	-16	-3	16
